LDHA inh: qHTS assay for inhibitors of human lactate dehydrogenase; L-lactate dehydrogenase A chain (Homo sapiens), P00338; purified LDHA, NADH/diaphorase-resazurin fluorescence; hits give low values; activity change, % (values are at about 110 or 230 µM); hit rate 0.15% among 480,000; in the data active = activity change below about -30%; inconclusive = mostly about -25% to -30%;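 note: plate controls were DMSO wells for no effect and wells without enzyme for full effect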
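Enzyme activity of human lactate dehydrogenase 5 (2 nM; 0.06 mM NADH, 0.2 mM pyruvate, 5 min, RT) is measured via a resazurin/diaphorase fluorescence readout of residual NADH.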
D1 agonist: Allosteric Agonists of the Human D1 Dopamine Receptor: qHTS. HEK293 T-REx D1 cells, calcium flux, agonist mode. activation, % at 2 µM. hit rate 1% among 360,000. AID 504660, 2011; in the data active = activation above about 30%; note: 0% is about no effect
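Tetracycline-induced HEK293 TREx D1 cells, force-coupled to calcium signalling, were dye-loaded with a no-wash calcium kit. Compound was pin-added after a 10 s baseline. Fluorescence was read kinetically at 1 cycle/s for 180 s, with calcium rises flagged as agonism.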
Vif-APOBEC3G blk: qHTS for Inhibitors of Vif-A3G Interactions: qHTS. DNA dC->dU-editing enzyme APOBEC-3G (Homo sapiens), Q9HC16. hit rate 0.076% among 410,000. HeLa A3G-eYFP + Vif (tagged APOBEC3G with the HIV-1 protein that degrades it), YFP fluorescence, overnight. Potency, µM (doses to about 46.1 µM), for inactives: at the top dose activity, negative = active, actives largely listed as inhibitors. AID 602310, 2012;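 note: potency is the fitted concentration of half-maximal effect; % is set by controls: 0 for no effect and ±100 for the full control effect; nearly all actives have a fitted effect of over 60% in size; hits raise eYFP signal because A3G escapes Vif-driven loss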
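HeLa cells stably expressing Vif and C-terminally eYFP-tagged A3G, seeded overnight at 37 deg C, then exposed to compound by pintool overnight at 37 deg C. Rise in yellow fluorescence (Ex 488/Em 500-530, Acumen) marks blocked Vif-driven A3G degradation.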
D2 PAM: HTS Assay for Positive Allosteric Modulators of the Human D2 Dopamine Receptor: Primary Screen for Potentiators; potentiation, % at 10 µM; hit rate 0.34% among 340,000; AID 485347, 2010; HEK293 T-REx D2, calcium flux, EC20 dopamine potentiation; D(2) dopamine receptor (Homo sapiens), P14416;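 active = potentiation over 3 SD above the plate norm, cut at about 30% in these data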; note: 0% is about no effect
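Tetracycline-induced Hek293 Trex D2 cells, force-coupled to calcium, loaded with no-wash calcium dye. Compound added with 180 s kinetic read for agonism, then EC20 dopamine and a further 180 s read for potentiation.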
Vif-APOBEC3F blk: qHTS for Inhibitors of Vif-A3F Interactions: qHTS; hit rate 0.2% among 390,000; HeLa A3F-eYFP + Vif (tagged APOBEC3F with the HIV-1 protein that degrades it), YFP fluorescence increase; Potency, µM (series often up to 46.1 µM), for inactives: top-dose activity, negative = active; AID 602313, 2012; note: potency is the fitted concentration of half-maximal effect; % of control where 0% means no effect; nearly all actives have a fitted effect of over 65% in size
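HeLa cells stably expressing A3F-eYFP plus Vif, plated and incubated overnight at 37 deg C, then exposed to compounds overnight at 37 deg C. Blocked degradation read as raised yellow fluorescence (Ex 488/Em 500-530).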
Glioma ERSR ind: qHTS for Inducers of the Endoplasmic Reticulum Stress Response (ERSR) in Human Glioma: qHTS | hit rate 0.02% among 420,000 | Potency, µM, without a hit: at the top dose activation, usual class: activators | U87-MG GRP78 promoter luciferase reporter, 16 h | AID 602332, 2012; note: potency is the fitted concentration of half-maximal effect; series mostly up to about 76 µM; % of control where 0% means no effect; nearly all actives have a fitted effect of over 35% in size
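ERSR induction read as luciferase luminescence (Bright-Glo, 10 min at room temperature) in stably transfected human U87-MG glioma cells exposed to compounds for 16 h, using GRP78 as sensor.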
D1 PAM: Potentiators of Human D1 Dopamine Receptor: qHTS. HEK293 TREx D1 cells, calcium flux, dopamine EC20 potentiation. potentiation, % at 10 µM. hit rate 0.036% among 360,000. AID 504651, 2011; in the data active = potentiation above about 30%; note: 0% is about no effect
RXFP1 agonist: qHTS Assay for Agonists of the Relaxin Receptor RXFP1; HEK293T-RXFP1 cAMP TR-FRET, 30 min; response scale: percent of porcine relaxin response, buffer zero; hit rate 0.3% among 370,000; Relaxin receptor 1 (Homo sapiens), Q9HBX9; AID 2676, 2010; Potency, µM (doses to about 57.5 µM), for the others: at the top dose activation, hits mostly activators; note: potency is the fitted concentration of half-maximal effect; % is set by controls: 0 for no effect and ±100 for the full control effect; nearly all actives have a fitted effect of over 60% in size; many of its hits are not listed in these tables
Target sequence (Q9HBX9 whole entry, looked up): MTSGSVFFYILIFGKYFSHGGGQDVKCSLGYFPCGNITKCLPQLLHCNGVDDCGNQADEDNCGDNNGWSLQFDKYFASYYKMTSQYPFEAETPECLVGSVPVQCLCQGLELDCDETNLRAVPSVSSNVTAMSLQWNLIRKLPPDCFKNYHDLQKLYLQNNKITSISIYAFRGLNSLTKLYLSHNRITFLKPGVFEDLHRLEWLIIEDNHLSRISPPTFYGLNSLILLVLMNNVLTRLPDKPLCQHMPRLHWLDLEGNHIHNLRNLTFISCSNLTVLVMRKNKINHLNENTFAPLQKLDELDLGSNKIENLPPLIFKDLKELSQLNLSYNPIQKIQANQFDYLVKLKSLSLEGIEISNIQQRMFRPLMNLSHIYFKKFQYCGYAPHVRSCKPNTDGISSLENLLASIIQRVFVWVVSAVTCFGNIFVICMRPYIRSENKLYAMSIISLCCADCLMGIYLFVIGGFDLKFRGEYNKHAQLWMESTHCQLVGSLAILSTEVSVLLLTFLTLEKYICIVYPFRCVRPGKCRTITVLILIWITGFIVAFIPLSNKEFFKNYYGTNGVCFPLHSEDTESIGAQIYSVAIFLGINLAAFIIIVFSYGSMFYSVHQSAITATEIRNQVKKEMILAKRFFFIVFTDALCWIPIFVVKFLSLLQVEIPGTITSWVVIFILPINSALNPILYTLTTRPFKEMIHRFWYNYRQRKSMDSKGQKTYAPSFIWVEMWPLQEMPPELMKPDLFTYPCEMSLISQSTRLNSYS
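HEK293T cells stably expressing RXFP1 were pretreated with the PDE4 inhibitor Ro 20174, exposed to compounds for 30 min at 37C, lysed, and cAMP was read by TR-FRET. Data normalized to buffer (basal) and 29 nM porcine relaxin (100%).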
D1 antag: Antagonist of Human D 1 Dopamine Receptor: qHTS. D(1A) dopamine receptor (Homo sapiens), P21728. HEK293 TREx D1 cells, calcium flux, dopamine EC80; hits give low values. activity change, negative = inhibition, % at 10 µM. hit rate 3.2% among 360,000; in the data active = activity change below about -30%; note: % is set by controls: 0 for no effect and ±100 for the full control effect
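Using tetracycline-induced force-coupled D1 Hek293 cells and a calcium dye, signals were followed for 180 s after compound, then for 180 s after EC80 dopamine, to detect inhibitors.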
An asterisk follows results filed as active; & = joins results of further samples. Unless noted, calls come from the whole dose curve; as a rule, active = well fitted curve in the direction sought with a large enough effect; inconclusive = small, poorly fitted or top-dose-only effect, or another doubt; inactive = no such curve, though single readings can be large; an effect the other way counts as inactive or inconclusive.

Screening COc1ccc(OC)c(-c2csc(CCn3nc(C)cc3C)n2)c1 returned LDHA inh -2, D1 agonist 3, Vif-APOBEC3G blk 1%, D2 PAM -1, Vif-APOBEC3F blk -9%, Glioma ERSR ind -6%, D1 PAM 2, RXFP1 agonist 0.6% and D1 antag -11.
`COC(=O)C1CCN(C(=O)/C=C/c2ccccc2)CC1` gave LDHA inh -7, D1 agonist 3, Vif-APOBEC3G blk 2%, D2 PAM -22, Vif-APOBEC3F blk -10%, Glioma ERSR ind -4%, D1 PAM 0, RXFP1 agonist 0.2% and D1 antag 5.
`CCC(C)Sc1nnc(CSc2nc(C)cc(C)n2)n1C` (centres undefined) gave LDHA inh -6, D1 agonist 2, Vif-APOBEC3G blk 1%, D2 PAM 6, Vif-APOBEC3F blk -1%, Glioma ERSR ind -2%, D1 PAM 2, RXFP1 agonist 8.6% and D1 antag -8.
`CC(c1ccccc1C(=O)O)c1cc(F)cc2ccccc12` (centres undefined) gave LDHA inh -6, Vif-APOBEC3G blk inconclusive, Vif-APOBEC3F blk -26% and Glioma ERSR ind 0%.
COc1cc(NC(=O)c2cccs2)c(C(=O)OCC(=O)NC(C)c2ccccc2)cc1OC (centres undefined) was read as LDHA inh -2, D1 agonist -1, Vif-APOBEC3G blk 1%, D2 PAM 1, Vif-APOBEC3F blk -1%, Glioma ERSR ind -1%, D1 PAM -2, RXFP1 agonist 1.0% and D1 antag -2.
For CNC(=O)CSc1nc2nn(-c3ccccc3)c(=O)c-2c2n1CCCCC2 the results were LDHA inh 1, D1 agonist -1, Vif-APOBEC3G blk 2%, D2 PAM 2, Vif-APOBEC3F blk -6%, Glioma ERSR ind 7%, D1 PAM -2, RXFP1 agonist -2.2% and D1 antag 5.
Screening CCN1CCN(C(=O)c2cc3cc(F)ccc3[nH]2)CC1 returned LDHA inh 1, D1 agonist 3, Vif-APOBEC3G blk 1%, D2 PAM -18, Vif-APOBEC3F blk 7%, Glioma ERSR ind 2%, D1 PAM 1, RXFP1 agonist 1.6% and D1 antag -18.
Screening O=C1CCc2cc(S(=O)(=O)NCCC(=O)NC3CCN(Cc4ccccc4)CC3)ccc2N1 returned LDHA inh -4, D1 agonist 3, Vif-APOBEC3G blk 0%, D2 PAM 12, Vif-APOBEC3F blk -9%, Glioma ERSR ind -8%, D1 PAM 4, RXFP1 agonist -1.2% and D1 antag -1.
Screening CC(C)Oc1ccc(/C=C(\C#N)C(=O)NC2CC2)cc1 returned LDHA inh -6, Vif-APOBEC3G blk 0%, Vif-APOBEC3F blk 0% and Glioma ERSR ind 7%.
Cc1ccc(Nc2c(-c3ccc(N(C)C)cc3)nc3nc[nH]n23)cc1 was read as LDHA inh 7, D1 agonist 40*, Vif-APOBEC3G blk -25%, D2 PAM -9, Vif-APOBEC3F blk -2%, Glioma ERSR ind 7%, D1 PAM 1, RXFP1 agonist -0.4% and D1 antag 1.
COc1ccc(C(=O)C2CCN(C(=O)Nc3ccccc3C)CC2)cc1 was read as LDHA inh -3, D1 agonist 3, Vif-APOBEC3G blk 0%, D2 PAM -9, Vif-APOBEC3F blk 7%, Glioma ERSR ind -2%, D1 PAM -2, RXFP1 agonist -2.2% and D1 antag -14.
`Cc1cccc(CC2CC(=O)N(c3ncccn3)C2=O)c1` (centres undefined) gave LDHA inh -2, D1 agonist 2, Vif-APOBEC3G blk 0%, D2 PAM 4, Vif-APOBEC3F blk -14%, Glioma ERSR ind -3%, D1 PAM -3, RXFP1 agonist 0.8% and D1 antag -3.
Screening O=C(OCC1CC(c2ccccc2Cl)=NO1)c1ccc(Br)cc1 (centres undefined) returned LDHA inh -7, D1 agonist 5, Vif-APOBEC3G blk 0%, D2 PAM -9, Vif-APOBEC3F blk -6%, Glioma ERSR ind -1%, D1 PAM -2, RXFP1 agonist -0.2% and D1 antag -2.
`Cc1csc(SCC(=O)Nc2ccc(S(=O)(=O)N3CCCC3)cc2)n1` gave LDHA inh 1, D1 agonist 8, Vif-APOBEC3G blk 1%, D2 PAM 5, Vif-APOBEC3F blk 1%, Glioma ERSR ind -3%, D1 PAM 1, RXFP1 agonist -0.4% and D1 antag -1.
`CC(=O)Nc1ccc(S(=O)(=O)NC2=NCN(c3ccc([N+](=O)[O-])cc3)CN2)cc1` gave LDHA inh 3, D1 agonist 1, Vif-APOBEC3G blk -7%, D2 PAM 4, Vif-APOBEC3F blk -4%, Glioma ERSR ind -2%, D1 PAM -6, RXFP1 agonist -1.8% and D1 antag 0.
C/C(=N\NC(=O)c1ccc([N+](=O)[O-])cc1Cl)c1ccccc1 was read as LDHA inh -11, D1 agonist 0, Vif-APOBEC3G blk 2%, D2 PAM -3, Vif-APOBEC3F blk 2%, Glioma ERSR ind 2%, D1 PAM -2, RXFP1 agonist -1.3% and D1 antag 2.
For CC(C)C(NC(=O)c1ccccc1Br)c1ccccc1 (centres undefined) the results were LDHA inh -1, D1 agonist 1, Vif-APOBEC3G blk 3%, D2 PAM 3, Vif-APOBEC3F blk -9%, Glioma ERSR ind -2%, D1 PAM 6, RXFP1 agonist 1.9% and D1 antag 12.
COc1cccc(NC(=O)CSc2nc3c(sc4ccccc43)c(=O)n2CCCN2CCCC2)c1 was read as LDHA inh -5, D1 agonist 4, Vif-APOBEC3G blk inconclusive, D2 PAM -5, Vif-APOBEC3F blk inconclusive, Glioma ERSR ind -4%, D1 PAM -1, RXFP1 agonist 1.5% and D1 antag 2.
Cc1ccc(-n2c(=S)[nH]c3nc4c(cc3c2=O)COC(C)(C)C4)cc1 was read as LDHA inh -1, D1 agonist 1, Vif-APOBEC3G blk 2%, D2 PAM -4, Vif-APOBEC3F blk 2%, Glioma ERSR ind 0%, D1 PAM -10, RXFP1 agonist 8.7% and D1 antag -48*.
For COCCCN1C(=O)c2ccc(C(=O)N3CCN(c4ccccc4OC)CC3)cc2C1=O the results were LDHA inh -1, D1 agonist 3, Vif-APOBEC3G blk 0%, D2 PAM -9, Vif-APOBEC3F blk -14%, Glioma ERSR ind -1%, D1 PAM -4, RXFP1 agonist 0.3% and D1 antag -10.
COC1CCCN(C(=O)c2cccc(OC3CCN(S(=O)(=O)N(C)C)CC3)c2)C1 (centres undefined) was read as LDHA inh -3, D1 agonist 6, Vif-APOBEC3G blk 3%, D2 PAM 5, Vif-APOBEC3F blk -14%, Glioma ERSR ind 1%, D1 PAM -2, RXFP1 agonist -2.7% and D1 antag -3.
Screening COc1ccc(-n2nc3c(c2NC(=O)c2ccccc2S(=O)(=O)C(F)F)CS(=O)(=O)C3)cc1 returned LDHA inh 0, D1 agonist 1, Vif-APOBEC3G blk 2%, D2 PAM -3, Vif-APOBEC3F blk -10%, Glioma ERSR ind -4%, D1 PAM -2, RXFP1 agonist 0.7% and D1 antag -7.
For COc1ccc(CCNc2nc3ccccc3n3nnnc23)cc1OC the results were LDHA inh -1, D1 agonist 28, Vif-APOBEC3G blk -12%, D2 PAM 2, Vif-APOBEC3F blk inconclusive, Glioma ERSR ind 5%, RXFP1 agonist -0.4% and D1 antag 6.
For CN(Cc1ccccc1)C(=O)c1ccc2c(c1)N(Cc1ccc(Cl)cc1)C(=O)c1ccccc1S2=O (centres undefined) the results were LDHA inh 8, D1 agonist 4, Vif-APOBEC3G blk -2%, D2 PAM 13, Vif-APOBEC3F blk -1%, Glioma ERSR ind -4%, D1 PAM 7, RXFP1 agonist -1.8% and D1 antag 6.
Screening Cc1ccc2c(c1)cc(C(=O)N[C@@H](Cc1ccccc1)C(=O)O)n2C returned LDHA inh -3, D1 agonist 0, Vif-APOBEC3G blk -7%, D2 PAM -9, Vif-APOBEC3F blk -1%, Glioma ERSR ind 3%, D1 PAM -8, RXFP1 agonist 0.5% and D1 antag -4.
Screening CC(=O)Nc1ccc(C(=O)COC(=O)CCS(=O)(=O)c2ccccc2)cc1 returned LDHA inh 0, D1 agonist 4, Vif-APOBEC3G blk -2%, D2 PAM -3, Vif-APOBEC3F blk -14%, Glioma ERSR ind -4%, D1 PAM -3, RXFP1 agonist -1.6% and D1 antag -11.
For CCCOC(=O)C1NC(=O)N2C(C(=O)OCCC)C(C)(C)S[C@H]12 (some centres undefined) the results were LDHA inh -4, Vif-APOBEC3G blk -1%&1%, Vif-APOBEC3F blk -9% and Glioma ERSR ind -5%&-1%.
Screening O=C(CSc1nnc2scc(-c3ccccc3)n12)Nc1ccc(Cl)cc1 returned LDHA inh -11, D1 agonist -2, D2 PAM -17, D1 PAM 0, RXFP1 agonist 2.6% and D1 antag -7.
For O=c1c2ccccc2nnn1CSc1nc2cc(Cl)ccc2c(=O)n1Cc1ccco1 the results were LDHA inh 0, Vif-APOBEC3G blk -1%, Vif-APOBEC3F blk -7% and Glioma ERSR ind -3%.
For Cc1ccc(-c2cc(C(F)F)nc(NCC3CCCO3)n2)cc1 (centres undefined) the results were LDHA inh 4, D1 agonist -1, Vif-APOBEC3G blk -1%, D2 PAM 3, Vif-APOBEC3F blk -1%, Glioma ERSR ind 6%, D1 PAM 2, RXFP1 agonist -1.0% and D1 antag 23.
Screening N#CCCn1nc(-c2ccccc2)cc1Nc1ccccc1NC(=O)C(F)(F)F returned LDHA inh -8, D1 agonist 22, Vif-APOBEC3G blk 2%, D2 PAM -5, Vif-APOBEC3F blk -6%, Glioma ERSR ind -4%, D1 PAM -5, RXFP1 agonist -0.3% and D1 antag 12.

From PubChem BioAssay

Not all compounds are listed (hit frequency here may not be typical).
